Assay outcomes deposited in PubChem by National Center for Advancing Translational Sciences (NCATS).
GLP1R inv ag = qHTS of GLP-1 Receptor Inverse Agonists (Inhibition Mode). Glucagon-like peptide 1 receptor (Homo sapiens), P43220. Potency, µM (doses to about 38.3 µM), for inactives: at the highest dose activity change, negative = inhibition, most hits filed as inhibitors. hit rate 1.6% among 410,000. AID 624417, 2012. HEK293 GLP-1R CRE-luciferase, luminescence, 24 h; GLP-1R form is constitutively active; note: potency is the fitted concentration of half-maximal effect; % is set by controls: 0 for no effect and ±100 for the full control effect; nearly all actives have a fitted effect of over 55% in size
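Stable HEK293 clone (constitutively active GLP-1R + cAMP-response luciferase); 200 cells/uL plated, 12 h pre-culture, compound 24 hr, 37 deg C/5% CO2; detection reagent 12 min RT; luminescence.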
PI5P4Ka inh = qHTS for Inhibitors of phosphatidylinositol 5-phosphate 4-kinase (PI5P4K) | PI5P4Kalpha enzyme, ADP-Glo luminescence, 60 min; hits give low values | max response, % | hit rate 1.2% among 330,000 | AID 652105, 2013; active = max response of -50% or lower; inconclusive = between -30% and -50%; inactive = -30% or higher; note: value at the top dose of about 77 µM; % is set by controls: 0 for no effect and ±100 for the full control effect
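Luminescence from ADP-Glo served as readout of PI5P4Kalpha activity in a qHTS format. Reaction: enzyme, substrate, compound, ATP at 5 microM final, 60 min at RT.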
IL2 activator = qHTS of IL-2 Activators; IL-2 activation reporter assay, cell-based qHTS; stimulated with anti-CD3/CD4/CD28 beads; in transgenic mouse T cells; activation, % (series mostly up to about 46 µM); hit rate 0.065% among 360,000; in the data active = activation above about 50%; inconclusive = mostly about 30% to 49%; note: 0% is about no effect
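Unstimulated transgenic mouse T cells, 750 per well, received compound and, after 60 minutes, anti-CD3/anti-CD4 bead plus anti-CD28 stimulation. EGFP and DsRed were quantified after 18 hours.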
DRD3 antagonist = qHTS of D3 Dopamine Receptor Antagonist: qHTS | D(3) dopamine receptor (Homo sapiens), P35462 | hit rate 2.5% among 360,000 | max response, negative = inhibition, % | AID 652054, 2013 | D3R cells, DiscoveRx beta-arrestin luminescence, antagonist mode; hits give low values; in the data active = max response below about -50%; inconclusive = no clear call, values can overlap the other calls; note: % is set by controls: 0 for no effect and ±100 for the full control effect; mostly tested at two doses, the higher about 12 µM
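Cells expressing the human receptor were seeded at 1500 cells/well, incubated overnight at 37 degrees C in 5% CO2, then exposed to library compounds with dopamine controls for 90 minutes at 37 degrees C before luminescent detection.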
PLK1 PBD inh = qHTS for Inhibitors of PLK1-PDB (polo-like kinase 1 - polo-box domain): Primary Screen; Serine/threonine-protein kinase PLK1 (Homo sapiens), P53350; Plk1 PBD binding of FITC phosphopeptide, fluorescence polarization; Potency, µM, for inactives: max response, negative = inhibition, hits mostly inhibitors; hit rate 2.8% among 360,000; AID 720504, 2013; note: potency is the fitted concentration of half-maximal effect; series mostly up to about 57 µM; % is set by controls: 0 for no effect and ±100 for the full control effect; nearly all actives have a fitted effect of over 65% in size
Target sequence (P53350 whole entry, looked up, the tested form may be a part): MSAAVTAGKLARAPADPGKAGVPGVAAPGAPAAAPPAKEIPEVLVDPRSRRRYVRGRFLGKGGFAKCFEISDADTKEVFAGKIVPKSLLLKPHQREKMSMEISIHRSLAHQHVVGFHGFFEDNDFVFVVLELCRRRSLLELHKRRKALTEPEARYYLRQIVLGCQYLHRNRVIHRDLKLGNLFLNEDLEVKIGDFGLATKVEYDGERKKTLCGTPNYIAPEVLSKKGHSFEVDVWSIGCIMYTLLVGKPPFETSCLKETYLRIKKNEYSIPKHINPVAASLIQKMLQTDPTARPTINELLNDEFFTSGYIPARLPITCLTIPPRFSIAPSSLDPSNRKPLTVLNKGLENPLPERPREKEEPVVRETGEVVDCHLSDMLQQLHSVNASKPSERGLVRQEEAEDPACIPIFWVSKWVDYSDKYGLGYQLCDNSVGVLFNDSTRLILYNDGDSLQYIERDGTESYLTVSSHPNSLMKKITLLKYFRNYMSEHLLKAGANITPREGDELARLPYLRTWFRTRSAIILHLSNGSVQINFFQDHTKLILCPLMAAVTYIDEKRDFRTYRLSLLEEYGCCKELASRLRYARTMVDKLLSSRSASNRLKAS
HEK293 tox = qHTS of GLP-1 Receptor Inverse Agonists: Cytotox Screen | HEK293 cAMP-luciferase reporter cells, luminescence, 24 h | hit rate 0.13% among 410,000 | Potency, µM (highest dose often 38.3 µM), without a hit: at the top dose activity change, negative = inhibition, hits mostly inhibitors;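 note: loss of luciferase light is scored as toxicity; potency is the fitted concentration of half-maximal effect; % is set by controls: 0 for no effect and ±100 for the full control effect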
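Compound-treated cells are incubated 24 hr at 37 deg C under 5% CO2 after a 12 hour attachment period, then luciferase detection reagent is added and luminescence is measured following 12 min at room temperature; lowered signal indicates toxicity.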
WRN helicase inh = qHTS for Inhibitors of WRN Helicase | Bifunctional 3'-5' exonuclease/ATP-dependent helicase WRN (Homo sapiens), Q14191 | WRN helicase unwinding, fluorescent forked duplex, kinetic | Potency, µM (highest dose often 114 µM), inactives show top-dose activity change, negative = inhibition, hits mostly inhibitors | hit rate 0.46% among 360,000 | AID 651768, 2012; note: potency is the fitted concentration of half-maximal effect; % is set by controls: 0 for no effect and ±100 for the full control effect; nearly all actives have a fitted effect of over 55% in size
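WRN at 20 nM final preincubated with compound 15 min at room temperature; reaction started with 100 nM fluorophore/quencher forked duplex oligonucleotide and 2 mM ATP final. Unwinding followed kinetically by red fluorescence (ex 525, em 598 nm).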
DRD3 agonist = qHTS of D3 Dopamine Receptor Agonist: qHTS; hit rate 0.58% among 410,000; max activation, %; D3R DiscoveRx beta-arrestin cells, luminescence, 90 min; AID 652048, 2013; in the data active = max activation above about 30%; note: 0% is about no effect; mostly tested at two doses, the higher about 12 µM
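Agonist-mode cell screen: cells plated at 1500/well and incubated overnight at 37 °C, then exposed to library compounds for 90 min at 37 °C. Detection reagent was added for 30–60 min at room temperature, and luminescence was read.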
GLP1R ag = qHTS of GLP-1 Receptor Agonists; Glucagon-like peptide 1 receptor (Homo sapiens), P43220; HEK293 GLP-1R CRE-luciferase, luminescence, 4-6 h; cells express a hypersensitive GLP-1R form; Potency, µM (highest dose often 45.6 µM), without a hit: at the top dose activation, hits mostly activators; hit rate 0.007% among 380,000; AID 624172, 2012; note: potency is the fitted concentration of half-maximal effect; % of control where 0% means no effect
* = called active by the depositor; ? = inconclusive; · = no result given; [ ] = remark or other dose. Unless noted, calls come from the whole dose curve; as a rule, active = well fitted curve in the direction sought with a large enough effect; inconclusive = small, poorly fitted or top-dose-only effect, or another doubt; inactive = no such curve, though single readings can be large; an effect the other way counts as inactive or inconclusive.

SMILES,GLP1R inv ag,PI5P4Ka inh,IL2 activator,DRD3 antagonist,PLK1 PBD inh,HEK293 tox,WRN helicase inh,DRD3 agonist,GLP1R ag
CC(=O)Cc1ccccc1OCC(=O)O,6%,·,-0.8,-25,-7%,6%,-1%,0,14%
COc1ccc(OC)c(NC(=O)COC(=O)c2cc3c(s2)CCC3)c1,3%,-83*,0.2,10,?,-4%,24µM*,7,2%
CN(Cc1ccccc1)S(=O)(=O)c1ccc(N2CCOCC2)nc1,18%,-7,-2.3,-8,1%,17%,-1%,-7,11%
COC(=O)C[C@H]1c2cc(F)ccc2S(=O)(=O)N1C(C)C,1%,-3,0.2,26,-10%,-1%,1%,13,-2%
C=C1c2ccccc2NC(=O)N1c1ccc(OC)cc1,6%,1,-1.2,12,-15%,-11%,-3%,-4,5%
CCCCn1c(N)c(N(CCC(C)C)C(=O)c2[nH]c(C)c(C(=O)OCC)c2C)c(=O)[nH]c1=O,12%,2,1.7,6,-4%,-10%,-30%,-10,-2%
O=S(=O)(Nc1ccccc1C(F)(F)F)c1ccc(-c2ccccn2)s1,?,-4,-0.3,-21,-10%,-7%,-13%,-10,-1%
CCc1ccc(Nc2cc(C)nc3ncnn23)cc1,29%,4,0.3,-5,-8%,12%,-21%,3,8%
CC(C)CN(CC(C)C)S(=O)(=O)N1CCC(C(=O)NCc2ccc3c(c2)OCO3)CC1,?,1,-0.6,-3,-7%,-13%,-10%,-10,-7%
O=C(Nc1ccc(Cl)cc1)C1CCCCN1S(=O)(=O)c1ccccc1 (centres undefined),?,3,-3.9,5,?,-22%,?,-15,-11%
CN1C(=O)C(C)(C)c2cc(S(=O)(=O)N3CCC(C(=O)Nc4ccc(Cl)cc4)CC3)ccc21,9%,5,-3.3,2,3%,7%,-1%,12,-1%
OC(CNCc1ccco1)Cn1c2ccccc2c2ccccc21 (centres undefined),0%,9,-2.4,-18,0%,-7%,-8%,-5,6%
NC(=O)C1CCN(CC(O)COc2ccc(-c3ccccc3)cc2)CC1 (centres undefined),?,-1,-1.1,0,-17%,2%,9%,-1,1%
O=C(CC1SC(=Nc2ccccc2)N(CCc2ccccn2)C1=O)Nc1ccc(F)cc1 (centres undefined),?,1,-2.9,-9,-4%,3%,-8%,-1,10%
O=C(NCc1ccccn1)C1CC(c2ccc(F)cc2)=NO1 (centres undefined),-9%,·,0.1,3,-6%,7%,5%,0,-4%
CCc1nnc(NC(=O)[C@@H](NC(=O)c2cccc(S(=O)(=O)N3CCOCC3)c2)C(C)C)s1,9%,-8,-0.3,-17,-8%,-4%,7%,-8,6%
CNC(=O)/C(C#N)=C/c1cn(CC(=O)NCc2ccco2)c2ccccc12,15%,7,-2.2,-3,-6%,-27%,-23%,-6,2%
C=CCNc1oc(-c2ccc(OC)cc2)nc1C#N,53%[activator],·,-1.4,-20,-5%,-13%,-3%,-22,8%
O=c1c(Cc2ccc(F)cc2)c(O)ccn1Cc1ccco1,13%,-5,-2.8,1,0%,-2%,3%,1,4%
CC(NC(=O)c1ccccc1)c1nnc(SCC(=O)NC2=NCCS2)n1C (centres undefined),0%,4,0.7,3,-10%,7%,9%,-13,2%
CC(C)c1ccc(NC(=O)C2CCN(S(C)(=O)=O)CC2)cc1,?,-6,-2.7,-5,0%,1%,18%[57.1 µM],-3,-3%
CC1(C)CC(=O)c2cnc(NC(=O)CCc3ccccc3)nc2C1,-1%,-1,-0.2,10,-5%,6%,-5%,0,2%
COC(=O)C1C=CC(OC2OC(COC(C)=O)C(OC(C)=O)C(OC(C)=O)C2OC(C)=O)n2c(=O)n(-c3ccccc3)c(=O)n21 (centres undefined),?,4,-0.5,?,-25%,-24%,-29%,-3,-5%
CCCCn1c(N)c(N(CC(C)C)C(=O)CCC2CCCCC2)c(=O)[nH]c1=O,-20%,1,-1.8,8,-11%,13%,-21%,0,0%
CCn1c(SCc2ccc(C#N)cc2)nnc1-c1ccc(S(=O)(=O)N2CCCCC2)cc1,-25%,·,-1.6,31,2%,2%,3%,2,0%

Record cards, from the list above. Order of screens: GLP1R inv ag	PI5P4Ka inh	IL2 activator	DRD3 antagonist	PLK1 PBD inh	HEK293 tox	WRN helicase inh	DRD3 agonist	GLP1R ag
Shown for OC(CNCc1ccco1)Cn1c2ccccc2c2ccccc21 (centres undefined) : 0%	9	-2.4	-18	0%	-7%	-8%	-5	6%
Shown for CC(=O)Cc1ccccc1OCC(=O)O : 6%	·	-0.8	-25	-7%	6%	-1%	0	14%
Shown for COc1ccc(OC)c(NC(=O)COC(=O)c2cc3c(s2)CCC3)c1 : 3%	-83*	0.2	10	?	-4%	24µM*	7	2%

(list continues)
Compound,GLP1R inv ag,PI5P4Ka inh,IL2 activator,DRD3 antagonist,PLK1 PBD inh,HEK293 tox,WRN helicase inh,DRD3 agonist,GLP1R ag
CC(/C=C/c1ccccc1)=N\NC(=O)c1cc(C)nc2ccccc12,-17%,1,0.1,-27,-3%,?,-10%,-6,5%
Cc1c(C)n(CCC(=O)O)c2ccccc12,-4%,2,-3.2,4,-2%,-5%,3%,6,-11%
CCOC(=O)C1CCCN(S(=O)(=O)c2ccc3c(c2)oc(=O)n3C)C1 (centres undefined),-5%,·,·,·,·,-5%,·,2,-1%
Cc1cccc(NC(=O)c2oc3c(c2C)C(=O)CC(C)(C)C3)n1,-6%,·,-2.9,4,-8%,5%,-5%,-11,3%
CC(C)C(=O)NC(=S)Nc1ccc(CN2CCOCC2)cc1,-11%,-4,0.7,-2,5%,3%,1%,-11,6%
O=C(CCCC(=O)N(CC(=O)NC1CCCC1)Cc1ccccc1Cl)Nc1ccccn1,1%,3,-0.5,20,0%,-6%,0%,0,-5%
Cc1nc(-c2ccc(S(=O)(=O)N3CCN(CCc4ccccc4)CC3)s2)cs1,-5%,0,-0.7,8,1%,2%,-8%,0,6%
C[C@@H](NC(=O)[C@@H]1Cc2ccccc2CN1)C(=O)Nc1ccc2c(c1)OCCO2,5%,-23,0.1,-2,3.4µM*,7%,-5%,1,-5%
O=C(CN1CCCN(S(=O)(=O)c2ccc(Br)s2)CC1)Nc1ccc(Cl)cc1,-14%,·,-3.1,-9,-11%,8%,-6%,-28,1%
COC(=O)[C@@]1(C(C)C)N=C(c2cc(OC)c(OC)c(OC)c2)[C@]2(O1)C(=O)N(C)c1ccc(Cl)cc12,-21%,14,-0.5,2,1%,-18%,-3%,0,15%
CCC(=O)N1CCN(c2ccc(Cl)cc2NC(=O)c2ccc(N3CCCC3)c([N+](=O)[O-])c2)CC1,-4%,·,0.6,-10,-7%,-2%,-2%,-6,-12%
Cc1ccc(S(=O)(=O)c2ccc([N+](=O)[O-])o2)cc1,?,6,-6.8,-111*,0.84µM*,5.6µM*,14µM*,-38,-21%
Cc1ccc(S(=O)(=O)N2CCN(C(=O)c3sccc3-c3ccccc3)CC2)cc1,-11%,4,-3.2,-14,-6%,14%,-33%,-6,-2%
COc1cccc(/C=C/C(=O)Nc2ccc3nc4n(c(=O)c3c2)CCCC4)c1OC,35%[activator],-2,1.0,7,-2%,0%,-5%,2,1%
COc1cc(C)c(CN2CCC(Oc3ccc(C(=O)N4CCCC4)cc3)CC2)cc1C,?,0,-1.6,-4,-1%,-3%,10%,-14,6%
Cc1ccccc1OCC(=O)Nc1ccc(N2CCN(S(C)(=O)=O)CC2)cc1,0%,·,-0.9,29,-1%,-19%,2%,2,-7%
CCCCn1c(N)c(N(CC(C)C)C(=O)CC2OC(=O)c3ccccc32)c(=O)[nH]c1=O (centres undefined),72%[activator],4,6.6,0,-12%,-10%,7%,0,16%
CCOc1ccc(C(C(=O)NCCOC)N(CCOC)C(=O)CCC(=O)Nc2ccccn2)cc1 (centres undefined),7%,-1,-0.3,18,-1%,-8%,5%,1,5%

Compounds were not picked by outcome; any-hit rate near 7.8%.
